# KCNK3 inh = human KCNK3 channel inhibition, primary screen | O14649 | CHO-KCNK3 thallium flux, FluxOR fluorescence; stronger effect = lower value | B-score at 10 µM | 0.84% of 340,000 active | AID 602410;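 active = B-score under library mean minus 4 SD, starting fluorescence ratio at most library mean plus 5 SD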;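 note: more negative B-score means stronger inhibition of thallium flux through KCNK3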
# Target sequence (O14649 whole entry, looked up): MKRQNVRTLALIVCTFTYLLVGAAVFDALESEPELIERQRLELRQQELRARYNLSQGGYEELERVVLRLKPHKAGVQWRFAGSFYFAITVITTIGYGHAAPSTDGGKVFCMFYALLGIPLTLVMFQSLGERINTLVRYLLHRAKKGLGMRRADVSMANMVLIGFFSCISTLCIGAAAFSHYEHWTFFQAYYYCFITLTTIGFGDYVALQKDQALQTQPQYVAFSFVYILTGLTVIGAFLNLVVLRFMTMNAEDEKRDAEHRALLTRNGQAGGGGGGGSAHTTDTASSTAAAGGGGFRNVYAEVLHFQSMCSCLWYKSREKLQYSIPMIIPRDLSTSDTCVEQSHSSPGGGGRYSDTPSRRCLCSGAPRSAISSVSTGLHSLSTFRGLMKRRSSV
# Dyrk1A ADPGlo = inhibitors of rat Dyrk1A kinase. Q63470. ADP-Glo luminescence, NFATc1 peptide. inhibition, % at 12.5 µM. 0.43% of 310,000 active. AID 504441; in the data active = inhibition above about 50%;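 note: plate controls were vehicle with enzyme for no effect and no enzyme for full effect; many of its hits are not listed in these tables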
# * hit, by the source's call; i = inactive. An excerpt. The share of hits here may be higher or lower than overall.
SMILES,KCNK3 inh,Dyrk1A ADPGlo
CCc1cccc2c(C(=O)COC(=O)[C@@H]3CC(O)CN3S(=O)(=O)c3ccccc3[N+](=O)[O-])c[nH]c12 (stereo partly drawn),i,-2
CC(=O)Nc1ccc(S[C@@H](CCN2CC[C@H](O)CCC2=O)c2ccccc2)cc1,i,4
CCC(CO)Oc1cc(NC(=O)c2ccc(F)cc2)c2ncn(C(C)C)c2c1 (stereo not drawn),i,-11
COc1cc(OC)cc(-c2c(C#Cc3ccsc3)c3cc(-c4ccc5cc[nH]c5c4)ccc3n2C)c1,i,3
CCOc1ccccc1C(=O)NCC(=O)NCCSc1ccc(Br)cc1,i,13
COc1ccc(C(=O)N2CCN(S(=O)(=O)c3ccc(Cl)cc3)CC2)cc1S(=O)(=O)N1CCOCC1,i,-3
C#CCN1C(C)=C(C(=O)OC)C(c2cccc([N+](=O)[O-])c2)C(C(=O)OCC)=C1C (stereo not drawn),-12*,3
C#CCOCCOCCOCCNc1nc(N2CCN(C(=O)CCCCCCCCCCNC(=O)Cn3cc(C[C@@H](C)O)nn3)CC2)nc(N2CCN(C(=O)CCCCCCCCCCNC(=O)[C@@H](CCC(=O)O)n3cc(CCCCCN)nn3)CC2)n1,i,14
CN(C(=O)COC(=O)CCC(=O)c1ccc(F)cc1)C1CCCCC1,i,-3
Cc1ccc(S(=O)(=O)Nc2nc(CN3CCOCC3)nc3sc(C)c(C)c23)cc1,i,-4
NC(=O)c1ccc(NC(=O)CN2C(=O)NC3(CCCCCCC3)C2=O)cc1,i,4
COC(=O)[C@@H](Cc1ccccc1)NC(=O)Cn1cc(C)c(=O)[nH]c1=O,i,5
C#CCOCCOCCOCCNc1nc(N2CCN(C(=O)CCCCCCCCCCNC(=O)[C@@H](CCSC)n3cc(CCO)nn3)CC2)nc(N2CCN(C(=O)CCCCCCCCCCNC(=O)[C@H](CCCN=C(N)N)n3cc(C[C@@H](C)CC)nn3)CC2)n1,i,4
CN=c1scc(-c2c[nH]c3ccccc23)n1C,i,1
CC(C)CCN1CCC(Cc2ccccc2)(NC(=O)c2ccccc2)C1=O (stereo not drawn),i,0

# 4 entries from above, set out differently:
SMILES	KCNK3 inh	Dyrk1A ADPGlo
CC(=O)Nc1ccc(S[C@@H](CCN2CC[C@H](O)CCC2=O)c2ccccc2)cc1	i	4
CCC(CO)Oc1cc(NC(=O)c2ccc(F)cc2)c2ncn(C(C)C)c2c1 (stereo not drawn)	i	-11
COc1cc(OC)cc(-c2c(C#Cc3ccsc3)c3cc(-c4ccc5cc[nH]c5c4)ccc3n2C)c1	i	3
CCOc1ccccc1C(=O)NCC(=O)NCCSc1ccc(Br)cc1	i	13

# Retrieved by structure from the entries so far, 6 records:
SMILES,KCNK3 inh,Dyrk1A ADPGlo
Cc1ccc(S(=O)(=O)Nc2nc(CN3CCOCC3)nc3sc(C)c(C)c23)cc1,i,-4
CN=c1scc(-c2c[nH]c3ccccc23)n1C,i,1
C#CCN1C(C)=C(C(=O)OC)C(c2cccc([N+](=O)[O-])c2)C(C(=O)OCC)=C1C (stereo not drawn),-12*,3
COc1cc(OC)cc(-c2c(C#Cc3ccsc3)c3cc(-c4ccc5cc[nH]c5c4)ccc3n2C)c1,i,3
CCC(CO)Oc1cc(NC(=O)c2ccc(F)cc2)c2ncn(C(C)C)c2c1 (stereo not drawn),i,-11
NC(=O)c1ccc(NC(=O)CN2C(=O)NC3(CCCCCCC3)C2=O)cc1,i,4

# Next section.
SMILES,KCNK3 inh,Dyrk1A ADPGlo
O=C(NCCOc1ccc(Cl)cc1)c1ccc2c(c1)OCCO2,i,0
O=C(NC1CCCC(C(F)(F)F)C1)c1ccc([N+](=O)[O-])o1 (stereo not drawn),i,2
CN(C)C1=NCCN1CCc1ccccc1,i,-14
CC(C)(C)OC(=O)C[C@@H]1C/C=C\C[C@H](CC(=O)N(CCO)Cc2ccccc2)C(=O)N[C@H](C(C)(C)C)COC1=O,i,5
COc1ccc(C(CNC(=O)c2ccc(NS(=O)(=O)c3ccccc3)cc2)N2CCOCC2)cc1 (stereo not drawn),i,-7
O=c1c(-c2c(O)cc(O)c3c(=O)cc(-c4ccc(O)cc4)oc23)c(-c2ccc(O)cc2)oc2cc(O)cc(O)c12,i,8
O=C(Nc1ccc(Cl)cc1)P(=O)(O)c1ccccc1,i,8
CC(C)(C)c1ccc(NC(=O)COC(=O)c2ccc([N+](=O)[O-])s2)cc1,i,-6
Cc1cnc(C(=O)OCc2nc3ccsc3c(=O)[nH]2)cn1,i,9
CC(=O)OCC(COC(C)=O)OC(C)=O,i,4
CCN1C(=NCCCOC(C)C)N[C@@H](c2ccccc2)[C@H](C(=O)OC)[C@H]1C,i,-3
COc1ccccc1C(=O)OCC(=O)NC(=O)NC1CCCC1,i,9
COc1ccc(-c2c(-c3cc(OC)cc(OC)c3)n(C)c3ccc(-c4ccc5cc[nH]c5c4)cc23)cc1,i,1
Cc1c(NC(=O)COC(=O)/C=C/c2cccc(Cl)c2)c(=O)n(-c2ccccc2)n1C,i,-5
Cc1ccc(C)c(N2N=C(C(=O)Nc3cccc(S(=O)(=O)N4CCCCC4)c3)CCC2=O)c1,i,8

# Whole records as entered above. Values in the order: KCNK3 inh | Dyrk1A ADPGlo
# COc1ccccc1C(=O)OCC(=O)NC(=O)NC1CCCC1 in the list: i | 9
# Cc1cnc(C(=O)OCc2nc3ccsc3c(=O)[nH]2)cn1 in the list: i | 9

# (more compounds)
SMILES,KCNK3 inh,Dyrk1A ADPGlo
CC(=O)c1ccc(OCCCC(=O)Nc2cccc(S(=O)(=O)N3CCCCCC3)c2)cc1,i,-1
COc1cc(/C=C/C(=O)Nc2cccc(S(=O)(=O)N3CCOCC3)c2)ccc1OCC#N,i,-1
CCOc1cc(C=NNC(=O)CCCC(=O)NN=Cc2ccc(O)c(OCC)c2)ccc1O,i,3
CCCOc1ccc(/C(O)=C2/C(=O)C(=O)N(CCN3CCOCC3)C2c2ccccc2)cc1 (stereo not drawn),i,-6
CN1CCN(C(=O)CN(Cc2ccc(Cl)cc2)S(C)(=O)=O)CC1,i,-5
O=C(COC(=O)c1cccnc1Cl)NCCCc1ccccc1,i,6
O=C(O)c1cccc(Br)c1,i,9
CCN(CC)S(=O)(=O)c1ccc(CNC(=O)CN2C(=O)NC3(CCc4ccccc43)C2=O)cc1 (stereo not drawn),i,0
CCCCCCN(C(=O)CCCN1C(=O)NC(c2ccc(-c3ccccc3)cc2)C(C(=O)OCc2ccccc2)=C1C)C(C)C(=O)NCCCC (stereo not drawn),i,-2
Cc1ccc(NC(=O)CN(C)C(=O)Cn2c(=O)oc3ccccc32)cc1,i,9
COc1cc(C2=CN(Cc3ccccc3)CCC2=O)cc(OC)c1OC,i,-12
CCN(CC)C(=O)c1[nH]cnc1C(=O)Nc1ccc(Cl)cc1,i,-4
COc1ccccc1NC(=S)NN=C(C)c1ccccn1,i,8
COc1cc(OC)cc(-c2c(-c3ccc(F)cc3)c3cc(-c4ccc(OC)nc4)ccc3n2C)c1,i,-3
C[C@H]1COC(=O)CC/C=C\C[C@H](CC(=O)N(CCO)Cc2ccccc2)C(=O)N1,i,-4
CCc1c(C2(O)CCCCC2)[nH]c2cnccc12,i,34
CC(=O)N1CCN(S(=O)(=O)c2cccc(C(=O)Nc3ccccc3N3CCCCC3)c2)CC1,i,1
N#CC(C#N)=C(N)/C(C#N)=C/c1cc(O)c(O)c(O)c1,i,32
CC(=O)N(c1ccccc1)C(C(=O)c1ccccc1)c1ccccc1 (stereo not drawn),i,-3
CCN(C(=O)COC(=O)c1ccc(C=O)cc1)c1c(N)n(Cc2ccccc2)c(=O)[nH]c1=O,i,3
O=C(Cc1ccc(Cl)cc1)SCc1ccccc1,i,0
COc1cc(O)cc2cc3c(c(O)c12)C(=O)CC(C)(O)O3 (stereo not drawn),i,108*
COc1cccc2sc3cc(C#CC4(O)CCCCC4)ccc3c(=O)c12,i,1
CSc1nc2ccc(NC(=O)c3ccc(Cl)s3)cc2s1,i,-1
CC(C)(C)c1ccc(OCCC(=O)Nc2cccc(S(=O)(=O)NC3=NCCCCC3)c2)cc1,i,-2
COc1ccc(Cl)cc1NC(=O)CN(C)C(=O)CCc1nc2ccccc2c(=O)[nH]1,i,4
CC(C)(C)OC(=O)NCc1ccc(NC(=O)c2nc[nH]c2C(=O)NCCNC(=O)c2[nH]cnc2C(=O)Nc2ccc(CNC(=O)OC(C)(C)C)cc2)cc1,i,2
COc1cc(SC)ccc1C(=O)OCC(=O)N1CC(=O)Nc2ccccc21,i,-1
O=C(CNC(=O)C1CCCC1)Nc1ccccc1Br,i,0
CCN(CC)c1ncnc2c1nnn2C,i,-2
CCCCN1C(=N)N([C@@H](CCC)CN2CCC[C@H]2CN2C(N)=NC[C@H]2C(C)C)C[C@H]1[C@H](C)CC,i,1
COc1ccccc1C1=CC(=O)C[C@H](c2ccc(F)cc2)C1,i,-22
Nc1nc2ccc(N3CCOCC3)cc2s1,i,-6
O=C(Nc1cccc(S(=O)(=O)N2CCCC2)c1)c1cccc(S(=O)(=O)N2CCOCC2)c1,i,5
Cc1ccnc(NC(=O)c2ccc(Cl)c(S(=O)(=O)N3CCCCC3)c2)c1,i,9
COc1ccc(C2=NNC(=O)C2(C)Br)cc1 (stereo not drawn),i,4
CN(C(=O)c1cccc(NC(=O)Cc2cccc(NC(=O)C3CCN(C(=O)C4CCCCC4)CC3)c2)c1)C1CC1,i,5
COc1ccc2sc(-c3ccc(N(C)C)cc3)c(C#Cc3cncn3C)c2c1,i,6
CC(=O)Nc1ccc(SC(Sc2ccc(NC(C)=O)cc2)c2ccccc2)cc1,i,-4
N#Cc1c(-c2ccc(Cl)cc2)c(-c2ccc(Cl)cc2)nn(CCO)c1=O,i,2
CC1CCCCC12NC(=O)N(CC(=O)N1CCN(c3ccccc3)CC1)C2=O (stereo not drawn),i,0
CCN(CC(=O)Nc1c(F)cccc1F)C(=O)c1nc2nccc(C)n2n1,i,4
FC(F)(F)c1ccc(C2Nc3cccc4cccc(c34)N2)cc1,i,7
O=C(OCCOc1ccccc1F)c1cc(S(=O)(=O)N2CCOCC2)ccc1F,i,-6
Cc1ccc(S(=O)(=O)N2[C@@H](c3cccc(Cl)c3)C(C(=O)O)=CC[C@H]2c2cccc(C)c2)cc1,i,-9
CN1C/C(=C/c2ccccc2[N+](=O)[O-])C(=O)/C(=C\c2ccccc2[N+](=O)[O-])C1,i,4
CCC(=O)N1CCc2cc(S(=O)(=O)NC(CC(C)C)C(=O)N3CCc4ccccc43)ccc21 (stereo not drawn),i,9
O=C(Cc1ccc2c(c1)OCCO2)N/N=C/c1ccco1,i,-3
Cn1c(=O)[nH]c(=O)c2c1nc(CN1CCOCC1)n2Cc1ccc(F)cc1,i,3
O=S(=O)(c1cccc(Cn2nnc(-c3ccccc3)n2)c1)N1CCOCC1,i,1
CN(C(=O)Cn1c(=O)oc2ccccc21)C1CCCCC1,i,10
COc1ccccc1-c1nnc(SCC(=O)NNC(=O)c2ccccc2F)n1C,i,-1
COc1ccc(S(=O)(=O)N2CCN(C(=O)C3CC3)CC2)cc1Br,i,2
CC(C)(C)[C@@H]1COC(=O)[C@@H](Cc2ccc(F)cc2)C/C=C\C[C@H](CC(=O)N(CCO)Cc2ccccc2)C(=O)N1,i,7
NC(=O)c1ccc(-c2nnn(CC(=O)Nc3cccc(S(=O)(=O)N4CCCC4)c3)n2)cc1,i,4
CC1CC(C)(C)CC2(C1)NC(=O)N(CC(=O)N1CCN(S(=O)(=O)c3cccs3)CC1)C2=O (stereo not drawn),i,6
COc1ccc(C(=O)NC(C(=O)NCC2(N3CCCCC3)CCCCC2)C(C)C)cc1 (stereo not drawn),i,1
O=c1ccc(S(=O)(=O)N2CCCC2)cn1Cc1nc(-c2ccc(F)cc2)no1,i,-3
COc1ccccc1OCCNC(=O)CCC(=O)N1CCOCC1,i,1
O=C1c2ccccc2C(=O)N1C1C(=O)N2CCSC12C(=O)OCc1ccccc1 (stereo not drawn),i,-2

# Next compounds.
SMILES,KCNK3 inh,Dyrk1A ADPGlo
COc1ccc(Nc2nnc(SCC(=O)c3cc(C)n(CC4CCCO4)c3C)s2)cc1 (stereo not drawn),i,-5
O=C(O)c1sccc1S(=O)(=O)N1CCOCC1,i,-2
CC[C@]1(C(=O)OC)[C@H]2C(=O)N(Cc3ccccc3)C(=O)[C@H]2[C@H]2CN=C(SCc3ccc(C#N)cc3)N21,i,-4
O=S(=O)(c1ccc(F)cc1)N1CCN(S(=O)(=O)c2ccc3c(c2)OCCO3)CC1,i,-2
O=C(NCC1(N2CCCCC2)CCCCC1)c1cccc(S(=O)(=O)Nc2ccc(F)cc2)c1,i,6
COc1cc(OC)c(N2CC(C(=O)NCCC3=CCCCC3)CC2=O)cc1Cl (stereo not drawn),i,-3
COc1ccc(N2CCN(CC(=O)Nc3ccc(C)cc3Br)CC2)cc1,i,3
COc1ccc(C2CC(=O)Oc3cc(OC)c(OC)c(OC)c32)cc1 (stereo not drawn),i,-3
CC(C(=O)NCc1cccs1)N1CCN(S(=O)(=O)c2ccc3c(c2)OCCCO3)CC1 (stereo not drawn),i,3
O=C1C=C(c2cccc(CO)c2)C[C@@H](c2ccc(F)cc2)C1,i,4
CCCCC1=C(C(=O)OCC)C(C(=O)OCC)Oc2ccccc21 (stereo not drawn),i,-1
Clc1ccc2nc(-c3ccccc3)nc(C(Cl)Cl)c2c1,i,-8
CCC1(O)C(=O)OCc2c1cc1n(c2=O)Cc2cc3cc(O)ccc3nc2-1 (stereo not drawn),i,8
COc1ccc(-c2ccc3oc(-c4ccsc4)cc(=O)c3c2)cn1,i,-3
NC(=O)C12C(=O)NC(=O)C1(C(=O)O)C21CCCC1 (stereo not drawn),i,0
N#Cc1ccccc1S(=O)(=O)N1CCN(c2nc(-c3cccnc3)nc3ccccc23)CC1,i,9
O=C1C=CC(=O)c2c(O)c(CO)c(CO)c(O)c21,i,8
CCn1c(SCC(=O)N2CCC(C(N)=O)(N3CCCCC3)CC2)nc2ccccc2c1=O,i,4
CN(Cc1ccc(Cl)c(Cl)c1)C(=O)C1CSC2(C)CCC(=O)N12 (stereo not drawn),i,0
Nc1ncnc2c1ncn2C1C=C(CO)C(O)C1O (stereo not drawn),i,14
